SMN2 splice up: increases expression of the SMN2 splice variant. Potency, µM (top dose mostly 46.1 µM), without a hit: at the top dose activity change, positive = activation, actives largely listed as activators. HEK293 SMN2-luciferase splicing reporter, luminescence, 30-36 h. 2.8% of 210,000 active; also: % of control where 0% means no effect; nearly all actives have a fitted effect of over 55% in size
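qHTS luciferase splicing reporter: luminescence rises when SMN2 exon 7 is included in transfected HEK293 cells. Compound exposure lasted 30-36 h at 37C, with 4.5 mM final sodium butyrate as control, followed by a ONE-Glo read.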
GAA glycogen mod: GAA glycogen-cleavage inhibition or activation. P10253. recombinant GAA, glycogen substrate, Amplex Red glucose oxidase fluorescence. Potency, µM (top dose mostly 76.4 µM), for inactives: at the top dose activity change, negative = inhibition, most hits filed as inhibitors. 0.38% of 300,000 active. AID 2100;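 also: 0% = full enzyme reaction and -100% = no-enzyme basal signal; the screen sought inhibitors and activators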
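Recombinant human enzyme (4 nM); glycogen substrate; 37 C, 40 min, pH 5.0. Readout: coupled glucose oxidase/Amplex Red fluorescence.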
KDM4E inh: JMJD2E (human) inhibition; JMJD2E catalytic domain, FDH-coupled NADH fluorescence (FDH is formaldehyde dehydrogenase); B2RXH2; 1.6% of 230,000 active; Potency, µM (series often up to 57.1 µM), inactives show at the top dose activity change, negative = inhibition, most hits filed as inhibitors; active = well fitted inhibition curve with a large enough effect, not every such curve was filed as active; inconclusive = small, poorly fitted or top-dose-only effect, or another doubt; inactive = no such curve, though single readings can be large or run the other way;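 also: 0% = wells with enzyme and -100% = buffer wells without enzyme; nearly all actives have a fitted effect of over 50% in size; many of its hits are not listed in these tables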
Target sequence (B2RXH2 1-337 limits assumed): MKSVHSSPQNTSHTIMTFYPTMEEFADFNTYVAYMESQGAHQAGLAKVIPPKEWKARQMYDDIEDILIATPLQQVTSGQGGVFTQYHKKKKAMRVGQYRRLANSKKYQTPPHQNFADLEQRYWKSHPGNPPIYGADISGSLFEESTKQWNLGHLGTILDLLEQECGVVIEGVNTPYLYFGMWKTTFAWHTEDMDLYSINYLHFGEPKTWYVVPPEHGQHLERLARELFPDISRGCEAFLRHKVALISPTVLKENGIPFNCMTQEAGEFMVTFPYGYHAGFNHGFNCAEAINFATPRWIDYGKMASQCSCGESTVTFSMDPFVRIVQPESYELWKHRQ
ALDH1A1 block: ALDH1A1 (human) enzyme inhibition | AID 1030 | Purified ALDH1A1, NADH fluorescence, propionaldehyde substrate | Potency, µM (highest dose often 75.3 µM), for the others: at the top dose activity, negative = inhibition, most hits filed as inhibitors | 7.3% of 220,000 active | P00352; active = well fitted inhibition curve with a large enough effect, not every such curve was filed as active; inconclusive = small, poorly fitted or top-dose-only effect, or another doubt; inactive = no such curve, though single readings can be large or run the other way;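 also: plate controls were no enzyme wells and a reference inhibitor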
aGal spleen mod: alpha-galactosidase A (human) modulation; Potency, µM (titrated, usually from 80 µM), inactives show top-dose activity change, negative = inhibition, usual class: inhibitors; 0.008% of 240,000 active; AID 2107; P06280; human spleen homogenate, 4MU-alpha-Gal fluorescence, 40 min;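 also: 0% = enzyme with vehicle and -100% = no enzyme basal signal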
Target sequence (P06280 32-429 limits assumed): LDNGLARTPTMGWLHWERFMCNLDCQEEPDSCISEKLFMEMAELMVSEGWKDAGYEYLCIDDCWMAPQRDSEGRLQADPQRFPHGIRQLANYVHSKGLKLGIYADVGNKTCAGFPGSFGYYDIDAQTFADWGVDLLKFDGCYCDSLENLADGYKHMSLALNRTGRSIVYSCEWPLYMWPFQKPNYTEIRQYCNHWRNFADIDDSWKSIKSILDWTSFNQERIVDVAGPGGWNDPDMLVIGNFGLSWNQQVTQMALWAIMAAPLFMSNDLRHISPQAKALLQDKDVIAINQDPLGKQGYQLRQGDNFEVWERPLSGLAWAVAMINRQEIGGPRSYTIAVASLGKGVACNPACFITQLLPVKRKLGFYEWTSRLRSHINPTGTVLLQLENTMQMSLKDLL
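Inhibition or activation of alpha-galactosidase in human spleen homogenate is scored by 4-MU fluorescence after 40 min at 37C, pH 5.0, with 1 mM substrate. AC50s come from concentration-response fitted to the Hill equation.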
aGlu spleen mod: inhibits or activates alpha-glucosidase in human spleen homogenate. P10253. human spleen homogenate, 4-MU-alpha-glucoside fluorescence. Potency, µM (titrated, usually from 79.9 µM), for inactives: at the top dose activity change, negative = inhibition, actives largely listed as inhibitors. 0.006% of 240,000 active. AID 2112;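 also: 0% = enzyme with vehicle and -100% = no enzyme basal signal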
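Enzyme source: human spleen homogenate, 1 ug/well. Buffer 50 mM citric acid/K phosphate pH 5.0, 0.01% Tween-20. 4-MU-alpha-glucoside 1 mM; 37 C x 40 min; NaOH/glycine stop; fluorescence.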
RGS12 GoLoco inh: blocks human Gai1 binding to RGS12 GoLoco peptide, red readout; Potency, µM (top dose mostly 61.6 µM), inactives show top-dose activity, negative = inhibition, most hits filed as inhibitors; Gai1:RGS12 GoLoco peptide FP, rhodamine, 10 min; 0.44% of 230,000 active; P63096; active = well fitted inhibition curve with a large enough effect, not every such curve was filed as active; inactive = no such curve, though single readings can be large or run the other way; also: % is scaled to controls: 0 for no effect and ±100 for the full control effect; nearly all actives have a fitted effect of over 30% in size; many of its hits are not listed in these tables
Target sequence (P63096 whole entry, looked up): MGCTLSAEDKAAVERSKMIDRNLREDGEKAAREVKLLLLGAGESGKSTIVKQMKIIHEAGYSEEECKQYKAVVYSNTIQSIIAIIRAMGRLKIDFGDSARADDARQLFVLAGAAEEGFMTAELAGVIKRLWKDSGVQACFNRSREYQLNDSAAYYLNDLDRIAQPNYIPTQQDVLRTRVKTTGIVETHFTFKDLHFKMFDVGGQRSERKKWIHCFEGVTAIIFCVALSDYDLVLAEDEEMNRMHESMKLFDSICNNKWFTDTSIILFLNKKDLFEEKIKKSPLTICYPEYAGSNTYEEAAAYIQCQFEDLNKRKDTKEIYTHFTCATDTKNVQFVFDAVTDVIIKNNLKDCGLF
GAA inhib: inhibitors of human lysosomal alpha-glucosidase; purified human GAA, 4-MU-alpha-glucoside fluorescence; Potency, µM (series often up to 76.9 µM), for inactives: at the top dose activity change, negative = inhibition, hits mostly inhibitors; 0.005% of 200,000 active;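 also: plate controls were uninhibited enzyme wells for no effect and no-enzyme background for full effect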
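Fluorescence at Ex 365/Em 440 nm from 4-methylumbelliferone reported enzyme activity after 20 min at room temperature. Reactions used 4 nM enzyme and 400 uM substrate at pH 5.0; curves fitted with the Hill equation.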
* = called active by the depositor; ? = inconclusive; / = no result given; [ ] = another dose, or the depositor's remark. Unless noted, calls follow the shape of the dose curve; as a rule, active = well fitted curve in the direction sought with a large enough effect; inconclusive = small, poorly fitted or top-dose-only effect, or another doubt; inactive = no such curve, though single readings can be large; an effect the other way counts as inactive or inconclusive. Potency is read from the fitted curve at half-maximal effect. The list is partial (hit frequency here may not be typical).

Fields – SMN2 splice up	GAA glycogen mod	KDM4E inh	ALDH1A1 block	aGal spleen mod	aGlu spleen mod	RGS12 GoLoco inh	GAA inhib
#1 Cc1cc(C)n(-c2nc(-c3ccc(Cl)c(Cl)c3)cs2)n1
  -4%	-5%	-1%	6%	8%	-5%	-8%	9%
#2 COc1ccc(NC(=S)N(CCCN2CCC(C)CC2)Cc2cccs2)cc1Cl
  -41%[inhibitor]	-7%	-6%	0%	-10%	-6%	-2%	2%
#3 Cc1ccc(-n2c(SCCN)nnc2-c2cccc(C)c2)cc1
  /	-1%	?	/	-4%	-21%	0%	/
#4 CN(Cc1cc([N+](=O)[O-])c2cccnc2c1O)C1CCCCC1
  -3%	3%	?	9%	8%	-6%	1%	1%
#5 CNC(=O)CSc1nnc(-c2cnccn2)n1C
  -1%	19%	-7%	0%	-5%	4%	14%	9%
#6 Cc1cc(C)nc(NC2=NCC(=O)N2c2ccccc2Br)n1
  17%	-2%	-2%	-7%	-4%	-6%	0%	1%
#7 CCOc1ccccc1CN1C(=O)c2ccccc2C1C(=O)NC(C)CC (stereo not given)
  -6%	-4%	-1%	8%	8%	2%	-10%	8%
#8 Cn1c(=NC(=O)c2ccc(S(=O)(=O)N3CCCc4ccccc43)cc2)sc2cc(S(C)(=O)=O)ccc21
  -9%	3%	-2%	-7%	6%	-6%	-3%	-3%
#9 Cc1ccc(CNC(=O)C2CCN(S(=O)(=O)c3c(C)noc3/C=C/c3ccco3)CC2)cc1
  1%	15%	?	?	4%	2%	24%	?
#10 c1cc2nc(C34CC5CC(CC(C5)C3)C4)[nH]c2cn1
  9%	2%	?	?	-3%	-26%	-4%	-7%
#11 COc1cccc(C2C(C#N)=C(N)Oc3cc(C)n(Cc4ccco4)c(=O)c32)c1 (stereo not given)
  /	8%	6%	-15%	0%	4%	/	3%
#12 Cn1c(SCC(=O)Nc2ccc3cn[nH]c3c2)nnc1-c1cccs1
  -13%	-5%	7%	13%	11%	0%	-6%	-2%
#13 CCCc1cc(=O)[nH]c(SCC(=O)N(C)CC(=O)Nc2ccc(C)cc2)n1
  -4%	-13%	6%	-5%	7%	5%	3%	-2%
#14 O=C(O)c1ccccc1-c1ccccc1C(=O)Nc1nc2ccccc2s1
  /	5%	4%	?	3%	10%	-2%	0%[15.4 µM]
#15 N/C(COc1cccc(Cl)c1)=N\O
  /	1%	0%	/	2%	0%	11%	/
#16 FC(F)Oc1ccc(-c2csc(NNC3=NCCCCC3)n2)cc1
  -14%	?	-4%	?	-1%	-3%	7%	-2%
#17 O=C(CNC(=O)Cc1ccccc1)NCC(=O)OCC(=O)c1cccc2ccccc12
  ?	5%	-18%	?	-1%	6%	15%	-13%
#18 Fc1ccc(CSc2nnc(-c3ccco3)o2)cc1
  /	8%	0%	/	-10%	-2%	3%	/
#19 O=C1C(Cl)=C(NCCCO)C(=O)c2ccccc21
  27%	-4%	-3%	-3%	-2%	-1%	21%	-2%
#20 CC1(C)O[C@H]2OC([C@H](O)CON3C(=O)c4ccccc4C3=O)[C@H](O)[C@H]2O1 (stereo not given in full)
  0%	2%	0%	4%	28%	-16%	6%	-2%

Full records, quoted from the list. Screens in order: SMN2 splice up | GAA glycogen mod | KDM4E inh | ALDH1A1 block | aGal spleen mod | aGlu spleen mod | RGS12 GoLoco inh | GAA inhib
Results for Cc1ccc(CNC(=O)C2CCN(S(=O)(=O)c3c(C)noc3/C=C/c3ccco3)CC2)cc1 : 1% | 15% | ? | ? | 4% | 2% | 24% | ?
Results for Cn1c(=NC(=O)c2ccc(S(=O)(=O)N3CCCc4ccccc43)cc2)sc2cc(S(C)(=O)=O)ccc21 : -9% | 3% | -2% | -7% | 6% | -6% | -3% | -3%

Further compounds
Fields – SMN2 splice up	GAA glycogen mod	KDM4E inh	ALDH1A1 block	aGal spleen mod	aGlu spleen mod	RGS12 GoLoco inh	GAA inhib
#21 CCOC(=O)c1ccc(-c2ccc(C(=O)Nc3cccnc3)o2)cc1
  6.3µM*	10%	?	22µM*	-4%	1%	8%	3%
#22 Brc1ccc(-c2noc(CCc3ccccc3)n2)o1
  18%	5%	0%	?	-9%	-6%	-4%	0%[15.4 µM]
#23 CCOC(=O)C1=C(C)NC(=S)NC1c1ccco1 (stereo not given)
  /	3%	-3%	/	-3%	1%	3%	/
#24 CCOC(=O)c1ccc(N2CCN(C(C)=O)CC2)c(NC(=O)c2cccnc2)c1
  0%	5%	-6%	?	1%	0%	6%	12%
#25 c1ccc(-c2nnsc2-c2ncc[nH]2)cc1
  13%	1%	9%	-4%	5%	-19%	-4%	3%
#26 CN(C)/C=N/c1c(C#N)cnn1C
  /	-9%	-2%	-2%	-8%	0%	3%	-4%
#27 Cc1oc(-c2ccccc2F)nc1CS(=O)(=O)CC(=O)NC1CCCC1
  -7%	-3%	4%	-7%	-15%	-10%	0%	-2%
#28 O=C(CSc1ccccc1)Nc1nccs1
  17%	-5%	9%	12%	3%	5%	1%	-6%
#29 COCCNC(=O)c1ccc2c(c1)NC(=O)CS2
  -1%	9%	4%	8%	-10%	-13%	-4%	7%
#30 NS(=O)(=O)c1ccc(NC(=S)Nc2ccc(C(=O)N3CCCCC3)cc2)cc1
  /	-3%	-4%	18µM*	-2%	0%	6%	-2%
#31 CC(=O)Nc1cccc(NC(=O)CSc2nnnn2C)c1
  -2%	-4%	6%	5%	-5%	1%	3%	-3%
#32 Cc1nnc(SCC(=O)NC2CCCCC2)n(N)c1=O
  ?	3%	-4%	-3%	2%	0%	1%	-2%
#33 Cc1ccc2cn[nH]c2c1NC(N)=S
  9%	-7%	0%	18%	-2%	-1%	9%	-1%
#34 Cc1csc(SCC(=O)Nc2nc(-c3ccccc3)cs2)n1
  16%	-13%	-4%	0%	-1%	2%	-10%	-2%
#35 CN1CCN(c2ccc(NS(=O)(=O)c3ccc(Cl)cc3)cn2)CC1
  -15%	-15%	-2%	1%	1%	-3%	-2%	-6%
#36 COc1cccc2[nH]c3c(N4CCCCC4)ncnc3c12
  4%	?	1%	?	18%	-11%	-10%	?
#37 CN(C)S(=O)(=O)c1cccc(NC(=S)NC2CCCCC2)c1
  ?	3%	2%	-13%	-1%	0%	7%	-2%
#38 Cc1nnc(NC(=O)C2c3ccccc3Oc3ccccc32)s1
  12%	6%	-23%	-14%	6%	4%	-3%	3%
#39 CCC1=NN(C(=O)Cc2ccc(OC)c(OC)c2)C(O)(C(F)(F)F)C1 (stereo not given)
  -51%[inhibitor]	-4%	7%	7%	-5%	0%	0%	8%
#40 O=C(Cc1ccccc1)NC1CCN(S(=O)(=O)c2cccc(F)c2)CC1
  -10%	4%	-8%	-5%	10%	1%	-2%	-12%

SMN2 splice up: entries above that show a hit
Fields – SMN2 splice up	GAA glycogen mod	KDM4E inh	ALDH1A1 block	aGal spleen mod	aGlu spleen mod	RGS12 GoLoco inh	GAA inhib
#21 CCOC(=O)c1ccc(-c2ccc(C(=O)Nc3cccnc3)o2)cc1
  6.3µM*	10%	?	22µM*	-4%	1%	8%	3%

(list continues)
Fields – SMN2 splice up	GAA glycogen mod	KDM4E inh	ALDH1A1 block	aGal spleen mod	aGlu spleen mod	RGS12 GoLoco inh	GAA inhib
#41 CCC(N)(C(=O)O)c1ccc(C(=O)O)cc1 (stereo not given)
  -2%	/	/	2%	-12%	-2%	7%	/
#42 CCN(CC)C(=O)CSc1nc(-c2ccc(C)cc2)nc2c1COC(C)(C)C2
  -13%	2%	15%	?	7%	3%	4%	-12%
#43 COc1ccc(N(CC(=O)NCc2cccnc2)S(=O)(=O)c2ccc(C)c([N+](=O)[O-])c2)cc1
  -3%	-6%	2%	-12%	0%	-27%	0%	2%
#44 Cc1ccc(S(=O)(=O)/N=C(\CCl)N2CCOCC2)cc1
  -21%	-3%	10%	28µM*	-2%	-1%	3%	-6%
#45 O=C(Nc1ccc(C(F)(F)F)cn1)Nc1cccs1
  /	-11%	2%	/	5%	8%	2%	/
#46 COc1cc(NC(=O)CSc2ncccc2C(=O)OC(C)C)cc(OC)c1
  -32%[inhibitor]	-5%	1%	-6%	-4%	11%	4%	-8%
#47 COc1ccc2nc(NC(=O)CCc3nc(-c4ccccc4F)no3)sc2c1
  2%	-8%	9%	6%	3%	1%	5%	0%
#48 Cc1ccc(S(=O)(=O)Nc2ccc(-c3nnc(SCC#N)n3C)cc2)cc1
  -7%	4%	-3%	0%	3%	-2%	0%	?
#49 COc1ccc2cc(C(=O)Nc3c(C)n(C)n(-c4ccccc4)c3=O)sc(=O)c2c1OC
  /	4%	3%	1%	-4%	1%	0%	/
#50 CCCCOc1ccc(C(=O)N/N=C/c2cn[nH]c2-c2ccc(OC)c(OC)c2)cc1
  -1%	-7%	?	?	1%	-8%	9%	-6%
#51 CC1CCCC/C1=N\NC(=S)NCCc1ccccc1 (stereo not given)
  14%	?	5%	14µM*	-2%	/	11%	-2%
#52 COc1ccc(C(=O)CSc2ccc(-c3ccccc3)nn2)cc1
  11%	-4%	-6%	7.9µM*	8%	5%	3%	1%
#53 CC1CCCCN1CC(=O)Nc1ccccc1Sc1ccccc1 (stereo not given)
  -19%	16%	1%	-1%	-3%	-7%	-13%	-8%
#54 COc1ccccc1-c1coc2cc(OCC(=O)OCc3ccccc3)ccc2c1=O
  /	0%	-4%	?	6%	1%	/	1%
#55 O=C(CCn1cnnn1)Nc1cccc(F)c1
  -3%	1%	4%	7%	2%	5%	-3%	3%
#56 CCN(CC)C(=O)CCNS(=O)(=O)c1ccc(C)cc1
  -21%	1%	5%	-6%	5%	3%	3%	6%
#57 O=C(Nc1ccccc1)Nc1cccc2cccnc12
  14µM*	-4%	-2%	1%	6%	2%	5%	-11%
#58 CC1=NN(C(C)C)C(=O)C1
  -14%	?	-5%	10%	-4%	-5%	5%	-3%
#59 Cc1ccc(Cl)cc1NC(=O)CC1NC2CCCCC2NC1=O (stereo not given)
  /	9%	13%	-8%	0%	-2%	-2%	12%
#60 CC(C)Cc1nc(N2CCN(C(=O)Cc3ccccc3)CC2)c(C#N)c2c1COC(C)(C)C2
  /	9%	?	?	12%	0%	/	-4%
#61 O=C(COC(=O)/C=C/c1ccco1)Nc1ncc(C(F)(F)F)cc1Cl
  1%	-4%	-15%	15%	6%	2%	11%	?
